Source: PubChem BioAssay (Broad Institute)
Cneo AK release – Cryptococcus neoformans lysis via adenylate kinase release. C. neoformans lysis, adenylate kinase release luminescence, 4 h; normalised: neutral wells 0, clomiphene wells 100. lysis activity, % at 15 µM. 360,000 tested, 0.2% active;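 active = mean lysis activity across replicates of at least 80%, whatever share of replicates individually reach that level; inactive = mean lysis activity below 80%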
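read-out = cell lysis signal | test system = log-phase Cryptococcus neoformans yeast cells | input = cells at 5 × 10^6 per mL | medium = fresh YPD growth medium | signal = luminescent adenylate kinase detection reagent | timing = 4 h at 37 °C static, read 1 h later | dosing = single dose | controls = Clomiphene as positive lysis control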
LGR2 inh – Drosophila LGR2 receptor signaling inhibition. HEK293 LGR2, CRE-luciferase, bursicon-stimulated, 4 h. inhibition, % at 9.99 µM. 380,000 tested, 0.35% active;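 active = drop in luminescence signal, shown as inhibition above about 50% in the replicate tests, limit read from the data, passing the limit was not always enough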;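 note: agonist challenge used bursicon conditioned medium at about half maximal strength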
PAX8 reporter – lowers PAX8-driven luciferase in RMG-I cells; RMG-I TPO-luciferase reporter, SteadyGlo, 24 h; inhibition, % at 12.6 µM; 360,000 tested, 1.2% active;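 active = mean replicate inhibition at least 60% with every replicate also reaching 60%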;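 note: luciferase light reporting Pax8 driven TPO promoter activity; plate controls were median of neutral control wells for no effect and mitoxantrone controls for full effect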
Casp6 inh – caspase-6 (human) enzyme inhibition | P55212 | purified caspase-6, Z-VEID-R110 cleavage fluorescence | inhibition, % at 12.5 µM | 350,000 tested, 0.53% active | AID 686996;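 active = mean inhibition across replicates at least about 35%, with every replicate also reaching that limit, limit read from the data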;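 note: 0% = median of neutral control wells and 100% = no fluorescence left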
Target sequence (P55212 24-179 limits assumed): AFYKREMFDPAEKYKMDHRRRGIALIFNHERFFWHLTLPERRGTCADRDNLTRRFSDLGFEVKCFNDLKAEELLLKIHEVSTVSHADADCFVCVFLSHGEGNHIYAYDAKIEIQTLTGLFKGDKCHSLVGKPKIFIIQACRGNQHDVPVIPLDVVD
Target sequence (P55212 194-293 limits assumed): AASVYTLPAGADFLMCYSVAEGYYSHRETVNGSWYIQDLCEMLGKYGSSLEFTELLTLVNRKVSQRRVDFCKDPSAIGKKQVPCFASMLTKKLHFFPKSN
PGC1a acetyl inh – PGC1a acetylation modulation, inhibitor mode; U2OS PGC1a acetylation, AlphaScreen anti-acetyl-lysine; with virally co-expressed GCN5 acetyltransferase; inhibition, % at 15.6 µM; 350,000 tested, 0.17% active;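 active = every replicate shows inhibition of at least 40%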;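 note: 0% = neutral control wells and 100% = positive control wells; some results beyond the cut were filed as inactive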
miR-122 sensor – miR-122 inhibition in Huh7 cells; activation (reporter increase), % at 12.5 µM; 340,000 tested, 0.3% active; AID 602342; Huh7 miR-122 Renilla luciferase sensor, 48 h; neutral wells = 0, positive control = 100;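 active = mean replicate activation score at least 90 and every replicate individually at or above 90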;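 note: higher luciferase means less miR-122 activity so hits act as miR-122 inhibitors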
FN deposition inh – fibronectin deposition inhibition; 350,000 tested, 0.086% active; inhibition, % at 12.6 µM; AH1F fibroblasts, Alexa488-fibronectin deposition fluorescence, overnight; AID 743247;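 active = mean inhibition across replicates of 30% or more, regardless of how many single replicates reach that level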;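 note: positive control wells lacked labelled fibronectin entirely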
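Material: AH1F fibroblasts assembling fluorescent fibronectin matrix; amount: 10000 AH1F cells/well; medium: DMEM, 2% serum; reagent: Alexa488-fibronectin, 24 nM final in well; dosing: single compound dose, delivered by pin transfer; incubation: 1 h adhesion, overnight exposure; detection: fluorescence after three HBSS washes, excitation 485 nm, emission 525 nm; measure: fibronectin deposition inhibition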
EWS-Fli inh – blocks EWS/Fli oncoprotein-driven transcription; A673 NR0B1-luciferase reporter, viability-normalised; inhibition, % at 12.6 µM; 350,000 tested, 0.67% active; AID 651661;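 active = mean inhibition of at least 50% after viability correction, with every replicate also passing that limit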;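 note: firefly luciferase signal divided by Alamar Blue viability fluorescence both relative to DMSO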
* = called active by the depositor; nt = not tested or not shown; [ ] = remark or other dose. Rows were taken by chance; 2.5% or so of the library scored in one or more.

SMILES	Cneo AK release	LGR2 inh	PAX8 reporter	Casp6 inh	PGC1a acetyl inh	miR-122 sensor	FN deposition inh	EWS-Fli inh
COCCNC(=O)C[C@@H]1CC[C@@H]2[C@@H](COc3ccc(NC(=O)c4cc(C)on4)cc3C(=O)N2C)O1	0	10	-10	-1	-2	3[16.7 µM]	-17	-2
CC(C)(C)c1csc(NNC(=O)c2ccc(Br)cc2)n1	nt	-21	-12	9	-9	nt	0	-22
COc1ccc(S(=O)(=O)Nc2nc3c(s2)C(=O)CC(C)(C)C3)cc1	1	7	6	-3	-6	32	-4	-5
Nc1nc2c(ncn2[C@@H]2O[C@H](CNS(=O)(=O)c3cccnc3)[C@@H](O)[C@H]2O)c(=O)[nH]1	1	-7	11	2	1	-4	-13	-7
CN=c1scc(-c2cccs2)n1/N=C/c1ccccc1O	nt	100*	118*	1	nt	nt	nt	93*
CC1=N/C(=C\c2ccc([N+](=O)[O-])cc2)C(=O)N1c1ccc(F)cc1F	9	-6	-3	1	6	-7	2	-14
O=C(N/N=C/c1ccncc1)C1CC1(c1ccccc1)c1ccccc1 (centres undefined)	nt	-19	25	4	nt	nt	2	6
CCc1ccc(OCCCC(=O)Nc2nnc(C3CCCO3)s2)cc1 (centres undefined)	-3	2	-12	nt	-11	8	-1	8
Cc1cc(C(=O)NCCC2=CCCCC2)ccc1[N+](=O)[O-]	10	-66	-190	2	-3	-3	nt	-122
O=C(Nc1ccccc1)c1ccc2nsnc2c1	2	nt	-11	nt	7	11	nt	nt
CC(CC(=O)NCc1ccc(Cl)cc1)c1ccccc1 (centres undefined)	-6	15	20	2	5	-7	5	1
CC=Cc1ccc2n(c1=O)C[C@H]1[C@H](CO)[C@@H](C(=O)N3CCCCC3)N(C(=O)CC3CC3)[C@@H]21 (mixture of isomers)	1	12	-2	4	nt	5[16.7 µM]	nt	-1
COc1cccc(CNC(=O)C2CCCN(c3nc4ccccc4o3)C2)c1 (centres undefined)	-3	12	nt	-1	11	4	nt	3
COc1cc(NS(=O)(=O)c2ccc3c(c2)C(C)(C)C(=O)N3C)cc(OC)c1	-5	-22	-7	3	-7	98*	2	7
Cc1ccc(C(=O)NCC(=O)NC2CC2)cc1	1	0	2	4	nt	nt	2	4
N/C(=N\OC(=O)Cc1ccc(-c2ccccc2)cc1)c1cccnc1	0	-6	nt	nt	-15	-11	9	nt
COc1ccc(NC(=O)N2C[C@H](O)COC[C@@H]3O[C@H](CC(=O)N4CCCCC4)CC[C@H]32)cc1	0	-8	-4	-3	3	-1[16.7 µM]	-8	-1
COc1cc2c3c(c1OC)C(=O)CC3CCCC2 (centres undefined)	1	8	-2	0	1	-8	-10	5
NC(=O)c1ccsc1NC(=O)CS(=O)(=O)c1ccc(Cl)cc1	2	19	-10	0	5	-9	5	-6
COc1cccc(-c2cn(CC[C@@H]3CC[C@@H](NC(=O)CC4CC4)[C@H](CO)O3)nn2)c1	0	-8	-75	-3	-12	nt	-5	-38

The closing 6 entries of the section before come first, to join the parts:
SMILES	Cneo AK release	LGR2 inh	PAX8 reporter	Casp6 inh	PGC1a acetyl inh	miR-122 sensor	FN deposition inh	EWS-Fli inh
Cc1ccc(C(=O)NCC(=O)NC2CC2)cc1	1	0	2	4	nt	nt	2	4
N/C(=N\OC(=O)Cc1ccc(-c2ccccc2)cc1)c1cccnc1	0	-6	nt	nt	-15	-11	9	nt
COc1ccc(NC(=O)N2C[C@H](O)COC[C@@H]3O[C@H](CC(=O)N4CCCCC4)CC[C@H]32)cc1	0	-8	-4	-3	3	-1[16.7 µM]	-8	-1
COc1cc2c3c(c1OC)C(=O)CC3CCCC2 (centres undefined)	1	8	-2	0	1	-8	-10	5
NC(=O)c1ccsc1NC(=O)CS(=O)(=O)c1ccc(Cl)cc1	2	19	-10	0	5	-9	5	-6
COc1cccc(-c2cn(CC[C@@H]3CC[C@@H](NC(=O)CC4CC4)[C@H](CO)O3)nn2)c1	0	-8	-75	-3	-12	nt	-5	-38
CN(C)C(=O)N1CCC(C(=O)NCc2ccc(F)cc2)CC1	-2	-3	10	0	-12	-1	-2	-6
CCC(=O)N1CCCc2cc(S(=O)(=O)CCC(=O)Nc3ccccc3C)ccc21	1	-4	0	2	-5	-4	6	-2
O=C(Nc1cc(F)ccc1F)N[C@H]1CC[C@H](CCn2cc(C3CC3)nn2)O[C@@H]1CO	-5	-12	9	3	-3	2[16.7 µM]	-14	1
CCCOc1ccc(C2C(C(=O)c3ccc(C)o3)=C(O)C(=O)N2CCCn2ccnc2)cc1 (centres undefined)	-1	nt	-3	-6	17	-15	-9	nt
Cn1c(=O)n(C)c2cc(S(=O)(=O)Nc3ccccc3)ccc21	nt	-10	12	7	1	nt	1	8
Cc1ccc(NC(=O)c2cc(S(=O)(=O)NCC3CCCO3)ccc2F)cc1 (centres undefined)	4	-13	0	43*	-2	16	4	0
O=C(Cc1ccc(Cl)cc1)Nc1ccc(Br)cc1	-1	-2	-58	2	nt	nt	nt	-19
Cc1ccccc1NC(=O)NCc1cccnc1	nt	-3	11	-2	-2	nt	1	0
Cc1cccn2c(=O)c(C(=O)NC3CCCCC3C)c(O)nc12 (centres undefined)	1	12	0	6	nt	1	2	-4
CC(=O)c1c(C)[nH]c(C(=O)OCC(=O)N2CCN(S(=O)(=O)c3ccc(C)cc3)CC2)c1C	-1	-5	3	2	-17	8	0	2
O=C(Nc1ccccc1)N1C[C@@H]2[C@H](c3ccccc31)[C@@H](CO)N2Cc1ccccc1	-1	-11	-21	1	4	8[16.7 µM]	nt	-21
Cc1cc(=O)[nH]c(SCC(=O)Nc2ccccc2C)n1	nt	-3	23	0	0	5	30	3
O=C(COc1ccccc1Cl)N1CCN(C(=O)c2ccco2)CC1	2	2	3	2	3	-6	3	-3
O=[N+]([O-])c1ccc(NCCCN2CCOCC2)c([N+](=O)[O-])c1	nt	-2	-14	-2	nt	nt	-5	2
CCCCN1Cc2c(nc3cc(-c4ccco4)[nH]n3c2=O)C1=O	0	nt	-42	44*	3	3	-7	10
CCOc1ccccc1NC(=O)CSc1nnc2ccc(-c3ccccn3)nn12	1	13	18	7	-3	-2	5	6
Cc1ccc(CCNS(=O)(=O)c2ccc3c(c2)NC(=O)C(C)C(=O)N3)cc1 (centres undefined)	0	2	8	2	-9	-4	10	-7
CC1CCC(NS(=O)(=O)c2ccc(N3CCCC3=O)cc2)CC1 (centres undefined)	-1	10	24	-3	nt	nt	-8	9
COc1ccc(-c2csc(C(O)c3ccc(OC)cc3)n2)cc1 (centres undefined)	4	-10	0	0	2	3	nt	3
Cc1ccc(C)c(N2CCN(CCN3CCCCC3)CC2)c1	-3	16	-13	-6	-7	11	3	7
CCN1CCN(C(=O)Cn2ncc3c([nH]c4ccccc43)c2=O)CC1	1	-2	-16	-7	6	4	-2	-3
Cc1ccc2[nH]c(=O)c(CN(Cc3cccnc3)C(=S)NCCCN(C)C)cc2c1	-2	3	-5	nt	3	-6	2	2
C[C@H](CO)N1C[C@H](C)[C@@H](CN(C)C(=O)Nc2ccc(F)cc2)Oc2ccc(N(C)C)cc2CC1=O	42	2	18	-2	-8	10[16.7 µM]	nt	-11
O=[N+]([O-])c1ccc2c(c1)CCN2	3	-2	-6	-1	-1	-2	-1	-11
Cc1cc(C)nc(NS(=O)(=O)c2ccc(N3Cc4ccccc4C3=O)cc2)n1	nt	-10	-7	6	nt	nt	-5	-8
COc1ccc(NC(=O)C(=O)Nc2cccc3ccccc23)c(OC)c1	2	-6	-15	0	15	-8	-1	-33
O=C(Nc1ccncc1)c1sc2ccccc2c1Cl	nt	-44	-104	-4	-2	nt	2	-28
Cc1cccc(N2C(=O)C(Cl)=C(Nc3c(C)n(C)n(-c4ccccc4)c3=O)C2=O)c1C	-3	2	nt	7	8	-15	nt	-8
Cc1ccc(Nc2nc(-c3ccncc3)cs2)cc1	nt	-42	-28	-2	13	nt	2	-56
CC(C)c1csc(CN2CCC(CO)(Cc3cccc(F)c3)CC2)n1	nt	-27	-10	4	-23	-5	2	-7
CCOC(=O)C1(CCOc2ccccc2)CCN(Cc2cc(OC)cc(OC)c2)CC1	-1	17	21	-1	nt	nt	-5	25
COc1ccccc1N1CCN(C(=O)COc2ccc(Cl)cc2)CC1	-1	-7	nt	nt	8	-4	-1	nt
C/C=C/c1cnc2c(c1)C(=O)N([C@H](C)CO)C[C@H](C)[C@H](CN(C)C(=O)CN1CCOCC1)O2	-8	-6	nt	-1	-17	19[16.7 µM]	-9	-9
O=C1OCCN1C(=O)[C@H]1[C@H](c2ccc([N+](=O)[O-])cc2)C(c2ccc(F)cc2)=NN1c1ccc(Br)cc1	0	-22	13	-1	0	25	nt	-6
CC(=O)N1[C@@H](CO)[C@@H](c2ccc(C3=CCCC3)cc2)[C@@H]1CNC(=O)CN(C)C	0	6	1	nt	-3	7[16.7 µM]	1	-5
COc1ccc(NC(=O)C2CCN(S(=O)(=O)c3ccc4c(c3)CC(C)N4C(C)=O)CC2)cc1OC (centres undefined)	2	-9	16	0	-7	-1	5	nt
Cc1[nH]c2c(C(=O)N3CCCC(CCC(=O)NCc4ccccc4F)C3)cccc2c1C (centres undefined)	-2	-19	6	nt	3	-3	nt	-11
CCOc1cc(C(=O)Nc2ccc(S(=O)(=O)Nc3onc(C)c3C)cc2)cc(OCC)c1OCC	-4	nt	0	-3	5	-12	3	-1
O=C(c1cccnc1)N1CCCC(Nc2ccc(F)cc2)C1 (centres undefined)	1	14	7	-9	nt	nt	-7	-53
CC(=O)Nc1ccc(Sc2ccccc2C(=O)N2CCCC2)cn1	nt	nt	-10	-2	-6	4	4	0
O=C1CC(C(=O)Nc2ccccc2)N=C(N2CCCCC2)N1 (centres undefined)	4	5	nt	nt	5	nt	-2	nt
S=c1[nH]ncn1/N=C/c1ccco1	1	nt	-8	-4	-16	-4	6	11
NC(=O)c1cc(S(=O)(=O)NCc2cccs2)cs1	3	6	1	-1	3	20	2	1
O=C(COc1ccc(Cl)cc1)Nc1nnc(-c2ccco2)o1	nt	-11	-28	nt	3	nt	nt	-7
Cc1cccc(S(=O)(=O)N2CCCCN3[C@H](CO)[C@@H](c4ccc(C#CC5CC5)cc4)[C@@H]3C2)c1	-2	12	12	nt	-15	3[16.7 µM]	nt	7
COc1ccc(OC)c(C(O)CNC(=O)CN)c1 (centres undefined)	-1	6	-16	0	nt	2	-4	0
C[C@H]1CN([C@@H](C)CO)C(=O)c2cccc(NS(=O)(=O)c3ccc(F)cc3)c2O[C@@H]1CN(C)Cc1ccncc1	-1	8	-2	3	-17	-2[16.7 µM]	nt	1
O=C(NCCNC(=O)c1cccnc1)c1ccc(Br)cc1	-2	-16	-1	-2	nt	nt	-17	nt
C[C@@H]1CCCCO[C@H](CN(C)CC2CC2)[C@H](C)CN([C@@H](C)CO)C(=O)c2cc(NC(=O)CCC(F)(F)F)ccc2O1	12	-5	-1	1	10	-7[16.7 µM]	nt	nt
Nc1ccn(CC(=O)NCCc2ccccn2)c(=O)n1	1	-2	2	4	-1	-2	-12	-11
